# 12-hLO inh – 12-hLO (ALOX12) enzyme inhibition. Potency, µM (series often up to 57.1 µM), for the others: at the top dose activity change, negative = inhibition, usual class: inhibitors. purified 12-hLO, xylenol orange hydroperoxide absorbance. P18054. 0.12% of 150,000 active. AID 1452; further: potency means the concentration at half of the fitted maximal effect; nearly all actives have a fitted effect of over 55% in size; many of its hits are not listed in these tables
#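 Purified human 12hLO (150 nM final) was preincubated with compounds for 15 min at room temperature in 25 mM Hepes pH 7.0, 0.01% Triton X-100, then reacted with 40 uM arachidonic acid for 30 min. Hydroperoxide was detected with ferrous iron/xylenol orange.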
# ALOX15B inhib – 15-hLO-2 (ALOX15B) enzyme inhibition; 0.56% of 110,000 active; Potency, µM (doses to about 57.1 µM), inactives show top-dose activity change, negative = inhibition, actives largely listed as inhibitors; O15296; AID 881; purified 15hLO-2, xylenol orange hydroperoxide absorbance; further: potency means the concentration at half of the fitted maximal effect; nearly all actives have a fitted effect of over 60% in size; many of its hits are not listed in these tables
# Target sequence (O15296 whole entry, looked up): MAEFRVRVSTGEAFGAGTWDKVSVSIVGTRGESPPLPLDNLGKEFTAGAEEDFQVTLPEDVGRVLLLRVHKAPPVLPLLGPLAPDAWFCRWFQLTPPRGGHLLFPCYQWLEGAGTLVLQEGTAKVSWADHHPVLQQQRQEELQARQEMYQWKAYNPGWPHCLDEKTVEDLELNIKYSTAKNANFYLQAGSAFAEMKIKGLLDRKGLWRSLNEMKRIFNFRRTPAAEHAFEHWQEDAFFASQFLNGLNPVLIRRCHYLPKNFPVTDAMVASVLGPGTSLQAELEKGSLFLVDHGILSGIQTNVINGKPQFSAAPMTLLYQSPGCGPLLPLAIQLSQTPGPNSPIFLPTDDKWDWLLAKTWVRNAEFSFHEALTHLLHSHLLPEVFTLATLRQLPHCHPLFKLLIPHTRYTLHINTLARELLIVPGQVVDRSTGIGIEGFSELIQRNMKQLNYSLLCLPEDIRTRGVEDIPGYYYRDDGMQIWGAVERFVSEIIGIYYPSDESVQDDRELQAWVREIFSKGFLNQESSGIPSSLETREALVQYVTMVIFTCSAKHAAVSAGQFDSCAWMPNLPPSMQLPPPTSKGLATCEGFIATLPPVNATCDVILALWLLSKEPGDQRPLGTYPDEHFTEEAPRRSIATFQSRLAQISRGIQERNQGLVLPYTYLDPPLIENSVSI
#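 Purified human 15hLO-2 (50 nM final) preincubated with compounds 15 min at room temperature in 25 mM Hepes pH 7.5, 0.01% Triton X-100, then 45 uM arachidonic acid added for 90 min; hydroperoxide detected via ferrous/xylenol orange, 573/405 nm absorbance ratio.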
# IMPase inh – cell-permeable inhibitors of inositol monophosphatase (IMPase); P97697; inhibition (IP1 accumulation), % at 46.1 µM; CHO-M1 cells, IP1 accumulation, HTRF TR-FRET ratio; AID 901; 120,000 tested, under 10 active; active means well fitted curve in the direction sought with a large enough effect in the signal ratio, not every such curve was filed as active; inconclusive means small, poorly fitted or top-dose-only effect, or a change in a side signal; inactive means no such curve, though single readings can be large or run the other way; the % refers to the signal ratio;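 further: cells stimulated with carbachol in lithium chloride buffer; plate controls were DMSO basal wells for no effect and reference inhibitor wells for full effect; higher means more IMPase inhibition seen as more IP1 and lower FRET ratio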
# Target sequence (P97697 whole entry, looked up): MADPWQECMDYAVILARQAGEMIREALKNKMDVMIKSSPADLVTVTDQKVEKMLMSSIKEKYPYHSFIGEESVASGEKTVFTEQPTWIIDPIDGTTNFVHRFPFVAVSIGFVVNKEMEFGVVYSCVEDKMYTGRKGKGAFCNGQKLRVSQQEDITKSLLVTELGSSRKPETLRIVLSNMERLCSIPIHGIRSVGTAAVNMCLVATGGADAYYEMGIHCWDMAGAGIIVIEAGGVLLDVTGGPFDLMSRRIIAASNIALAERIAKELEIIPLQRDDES
#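 Carbachol-driven Gq signalling in CHO-M1 cells (2000/well) generates IP1. Compounds that block IMPase raise IP1 and so reduce the FRET signal from Eu-anti-IP1 and d2-IP1 after a 10 min room-temperature lysis.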
# PNC inhibitor – perinucleolar compartment assembly inhibition | PC3M PTB-GFP, PNC prevalence imaging, 16 h; stronger effect = lower value | activity change (PNC), negative = inhibition, % at 10 µM | 3.1% of 140,000 active;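 active means readout at or below -70, meaning at least 70% loss of cells showing the perinucleolar compartment, a nuclear body marking cancer cells; inconclusive means readout between -30 and a set limit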;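 further: plate controls were DMSO wells for no effect and camptothecin positive control wells for full effect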
#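 PC3M cells stably expressing PTB-GFP, 750–1000 cells/well, treated 16 h at 37 °C with compound (23 nl of library stock), in duplicate. After paraformaldehyde fixation and Hoechst stain, imaged at 20x; PNC prevalence scored by image analysis.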
# * marks the source's active call; other numbers are inactive results; ? = inconclusive; . = no result given; [ ] = dose if it differs, or a comment. Unless noted, the call rests on the fitted dose curve; in most records, active means well fitted curve in the direction sought with a large enough effect; inconclusive means small, poorly fitted or top-dose-only effect, or another doubt; inactive means no such curve, though single readings can be large; an effect the other way counts as inactive or inconclusive. Unless noted, on the % scale 0 is the no-effect control and ±100 the full control effect. Some of the compounds tested, so the mix of outcomes need not match the whole.
mol	IMPase inh	ALOX15B inhib	12-hLO inh	PNC inhibitor
CCOC(=O)N1CCN(CC(=O)Nc2ccc(C)cc2)CC1	10	-3%	-3%	-8
O=C(NCc1ccc(F)cc1)c1ccc(N2CCc3ccccc32)c([N+](=O)[O-])c1	12	.	-8%	-4
CCCCn1c(=O)c2c(c3ccccc31)OCC(=O)N2	7	-2%	4%	19
COC(=O)c1ccccc1OCCCOc1ccc(C)cc1OC	-1	-1%	-4%	27
O=C(c1cccc(C(=O)N2CCN(c3ccccc3F)CC2)n1)N1CCN(c2ccccc2F)CC1	12	2%	-5%	13
N#CCC(=N)N1CCN(c2ccc(Cl)cc2)CC1	9[1.84 µM]	-14%[11.4 µM]	-11%	-25
COCCNC(=S)NCCCNc1nc2cc3c(cc2cc1C#N)OCO3	-15	-27%	?	-26
CCOc1ccc2nc(SCC(=O)N3CCN(C(=O)c4ccco4)CC3)sc2c1	-1	-3%	5%	-13
C=C(C)C(N)=O	.	-17%	-2%	.
Cc1ccccc1CS(=O)(=O)c1nnc([C@H](CC(C)C)NC(=O)OC(C)(C)C)o1	12	-15%	-9%	44
COc1ccccc1N(C(=O)c1ccco1)C(C(=O)NC1CCCC1)c1cccnc1 (stereo not drawn)	-1	1%	0%	?
CCN(C(=O)[C@@H]1CCCN1C(=O)c1cccs1)c1nc2cc(Cl)ccc2s1	-10	.	-7%	89
Cc1ccc(-c2csc(N(Cc3ccco3)C(=O)c3cccs3)n2)cc1	-5	5%	-4%	36
Clc1ccc(C2[C@H]3CN(Cc4ccc(-c5ccccc5)cc4)[C@H](c4ccccc4)C34CC2(c2cccnc2)C4)cn1 (stereo partly drawn)	.	8%	2%	.
CCOC(=O)C1=C(C)NC2=C(C(=O)CC(C)(C)C2)C1c1coc2ccccc2c1=O (stereo not drawn)	4	.	4%	139
CCc1c(C)sc(NC(NC(C)=O)(C(=O)OC)C(F)(F)F)c1C#N (stereo not drawn)	.	.	-2%	0
O=C(O)c1nn(-c2ccccc2)ccc1=O	4	6%	-6%	-2
O=C1CCC(C(=O)Nc2ccccc2)N1 (stereo not drawn)	.	.	0%	-9
Cc1c(Cl)cccc1NC(=S)NN1CCOCC1	-2	-2%	-10%	26
Cc1ccsc1/C=C/c1ccc2ccccc2n1	5	-6%	-11%	84
CC(C)Oc1ccccc1C1CC(=O)Nc2c1c(=O)n(C)c(=O)n2C (stereo not drawn)	2	-3%	-2%	-14
Cc1ccc(N)cc1O	.	-15%	-1%	.
O=C(NCc1ccc(F)cc1Cl)C1CCN(S(=O)(=O)N2CCC3(CC2)OCCO3)CC1	0	0%	-1%	35
CC(=O)N1CCN(c2ccc(Oc3nnnn3-c3ccccc3)cc2)CC1	-1	-6%	-6%	?

# A run of entries taken from the entries so far, as a working copy:
mol	IMPase inh	ALOX15B inhib	12-hLO inh	PNC inhibitor
CC(C)Oc1ccccc1C1CC(=O)Nc2c1c(=O)n(C)c(=O)n2C (stereo not drawn)	2	-3%	-2%	-14
Cc1ccc(N)cc1O	.	-15%	-1%	.
O=C(NCc1ccc(F)cc1Cl)C1CCN(S(=O)(=O)N2CCC3(CC2)OCCO3)CC1	0	0%	-1%	35
CC(=O)N1CCN(c2ccc(Oc3nnnn3-c3ccccc3)cc2)CC1	-1	-6%	-6%	?

# The listing continues.
mol	IMPase inh	ALOX15B inhib	12-hLO inh	PNC inhibitor
O=C(Nc1ccc2c(c1)CCC2)c1ccccc1	-5	.	2%	-9
CCC(=O)Nc1ccc2c(c1)ncn2-c1ccccc1OC	6	-3%	-3%	-3
CCOc1ccccc1-c1nc(-c2cccc(Br)c2)no1	3	10%	1%	?
Cc1ccc(C)c(NC(=O)CN(C)C(=O)Cc2ccccc2)c1	7	.	-2%	35
O=C1CN(CC(=O)N2CCOCC2)c2ccccc2O1	11	8%	?	-118*
O=C(CSc1nc2ccccc2o1)N1CCN(C(=O)c2ccco2)CC1	20	3%	6%	-21
Cn1c(C(=O)NCC2CCCO2)cc2oc3ccccc3c21 (stereo not drawn)	-2	-9%	-5%	-6
O=C(Nc1ccc(-c2nnc(-c3ccccc3)o2)cc1)C(F)(F)F	-15	-27%	-4%	2
O=C(CCSCCc1ccccn1)Nc1ccc(Cl)cn1	-2	0%	-4%	40
O=C(OCCN=C1NS(=O)(=O)c2ccccc21)C1CC(=O)N(c2ccc3ccccc3c2)C1 (stereo not drawn)	5	-5%	10%	-16
Cc1onc(-c2ccccc2)c1C(=O)Nc1nc2c(s1)CCCC2	-6	39%[activator]	-13%	36
Cn1cc(Br)c(C(=O)NNC(=O)c2ccc(Cl)cc2)n1	.	.	1%	8
COc1ccc(-n2c(SCC(=O)c3c(N)n(C)c(=O)n(C)c3=O)nc3ccccc32)cc1	3	-4%	0%	?
CCCc1ccc(-c2ccc(C(=O)O)cc2)nc1	-2	4%	-1%	?
Cc1csc(NC(=O)CSc2nnc3ncccn23)n1	12	-3%	0%	?
COC(=O)c1ccc(C2C(Oc3ccccc3)C(=O)N2CCc2ccc(OC)c(OC)c2)cc1 (stereo not drawn)	7	-10%	1%	?
CC(=O)N1CCN(C(C)=O)C1c1ccccc1	-3	-5%	5%	23
O=C(NCC1CCCO1)C1CCCN(Cc2cnn(-c3ccccc3)c2-n2cccc2)C1 (stereo not drawn)	-1	9%	-1%	-13
CNC(=O)CSc1nc2c(c(=O)n(C)c(=O)n2C)n1Cc1ccc(C)cc1	-6	3%	1%	-2
O=C(NCc1ccco1)C1CCN(C(=O)c2cc3sccc3n2Cc2ccc(Cl)cc2)CC1	4	1%	-9%	8
CCCCOC(=O)Nc1nnc(CCc2ccccc2)s1	-2	-9%	-2%	20
CCOC(=O)Cc1nnc(NC(=O)c2cccc(OCC)c2)s1	-2	-4%	-2%	-15
Cc1cc(C)c(C#N)c(SCC(=O)c2cc(C)n(CCc3ccccc3)c2C)n1	-3	-10%	-19%	?
Cc1ccc(-c2cc(C(=O)N/N=C/c3c[nH]c4ccccc34)[nH]n2)cc1	-6	.	-6%	?
COc1ccc(N(CC(=O)N2CCC(C)CC2)S(=O)(=O)c2c(C)nn(C)c2C)cc1	-1	-3%	-4%	-24
O=C(Nc1ccc(S(=O)(=O)N2CCCC2)cc1Cl)C1=COCCO1	3	3%	-3%	40
COc1ccnc(N=CNOCc2cccc(Cl)c2Cl)c1C#N	-3	-6%	5%	53
Cc1cccc(C)c1OCc1nnc(SCC(=O)Nc2nccs2)n1-c1ccccc1	-12	-8%	0%	-19
COc1ccc(-c2nn(-c3ccccc3)cc2/C=N/NS(=O)(=O)c2ccccc2)cc1	5	-3%	-5%	18
O=C(NC(=S)Nc1ccc(S(=O)(=O)N2CCCCCC2)cc1)c1cccs1	.	.	2%	?
CC(NC(=O)Cn1c(NCCO)nc2ccccc21)c1ccccc1 (stereo not drawn)	1	5%	3%	-3
COC(=O)c1ccc(COC(=O)c2ccc(N(C)C)cc2)cc1	2	11%	-5%	-13
Cc1noc(C)c1S(=O)(=O)N1CCC(C(=O)N2CCN(C3CCCC3)CC2)CC1	-2	3%	2%	-14
Cc1ccc(SCCC(=O)Nc2ccc(Br)c(C)c2)cc1	-12	.	-8%	-27
CCOC(=O)N/N=C(C)/C=C/c1ccccc1	.	.	0%	?
O=C(NC1(C(F)(F)F)NC(=O)N(Cc2cccnc2)C1=O)c1ccc(F)cc1 (stereo not drawn)	-2	-2%	6%	84
COC(=O)c1nn(-c2ccccc2)c(Sc2ccc(OC)cc2)c1/C=N/O	1	17%	-6%	?
COc1ccc(NC(=O)CSc2nnc(-c3ccccc3)n2Cc2ccco2)c(OC)c1	8	6%	-4%	16
CCCC(=O)NCCc1cc(OC)c(OC)cc1Br	.	.	2%	15
CCCCN1CCc2c1nc1ccc(Br)cc1c2N	15	43%[activator]	-7%	-17
Cc1cc(C)c(C#N)c(SCCS(=O)(=O)c2ccc(C(C)(C)C)cc2)n1	7	1%	2%	2
N#CCCN(CCC#N)c1nncs1	9	-2%	1%	-29
Oc1ccc(Br)cc1-c1cc(-c2ccc(Cl)cc2)n[nH]1	10	-6%	-1%	?
CCC(=O)Nc1ccc(N2CCCCC2)c(C(=O)Nc2ccccc2C)c1	0	-6%	-4%	?
Cc1ccc(S(=O)(=O)n2cnc3cc([N+](=O)[O-])ccc32)cc1C	1	-9%	2%	-1
Cc1ccc(S(=O)(=O)/N=S(\C)C(C)C)cc1 (stereo not drawn)	.	.	7%	45
COc1ccc(NC(=O)CN2C(=O)C(C)Oc3ccccc32)cc1 (stereo not drawn)	-5	1%	-5%	-26
COc1ccc(C(=O)OC(C(=O)c2ccccc2)c2ccccc2)cc1 (stereo not drawn)	4	0%	-3%	69
O=C(C[n+]1cccc(CNC(=O)c2ccc(OC(F)F)cc2)c1)Nc1ccc(F)cc1	.	.	-2%	102
CCC(C)(C)n1nnnc1CN1CCC(NC(=O)c2ccc(Br)cc2)CC1	9	.	0%	?
Cn1cc(C(=O)c2ccccc2)cc1-c1nc2ccccc2n1C	6	6%	8%	-30
O=C(O)c1ccc2c(c1)C(=O)N(C(Cc1ccccc1)C(=O)O)C2=O (stereo not drawn)	0	-4%	1%	-16
CS(=O)(=O)N1N=C(c2ccc(Br)cc2)CC1c1cccs1 (stereo not drawn)	8	0%	-5%	32
CCOC(=O)C1CCN(S(=O)(=O)c2cccc(-c3cn4ccccc4n3)c2)CC1	-5	4%	-4%	37
O=c1[nH]nc(CNc2ccc(O)cc2)c2ccccc12	10	-25%	-16%	42
C=CCNC(=O)C12CC3CC(C1)CC(C(=O)NCC=C)(C3)C2	6	.	8%	281
CCc1ccc(C2CC(c3cccc(OC)c3)n3nc(N)nc3N2)cc1 (stereo not drawn)	8	36%[activator]	-1%	-28
CCCCCCn1c(=O)[nH]c2nc3cc(N)c(C)cc3nc2c1=O	.	.	2%	21
CCOc1ccc(N(CC(=O)NC2CCCCCC2)S(=O)(=O)c2c(C)[nH]c(=O)[nH]c2=O)cc1	2	-2%	-1%	?
CC(=O)Oc1ccc2c(C)c(CC(C)O)c(=O)oc2c1 (stereo not drawn)	-16	-3%	4%	17

# Following part:
mol	IMPase inh	ALOX15B inhib	12-hLO inh	PNC inhibitor
O=C(CN1C(=O)C2CC=CCC2C1=O)Nc1ccc(S(=O)(=O)NC2=NCCCCC2)cc1 (stereo not drawn)	-16	-4%	-2%	?
Cc1ccc(S(=O)(=O)/N=C(\N)Nc2nc(C)c3ccc(C)cc3n2)cc1	19	1%	-18%	3
CN(c1ccc(C(=O)O)cc1)S(=O)(=O)c1ccccc1	11	-11%	0%	?
O=C(Nc1ccc(F)cc1)N(Cc1ccco1)Cc1cc2cc3c(cc2[nH]c1=O)OCO3	3	2%	-2%	12
Cc1cccc(NC(=O)CSCc2c(C)noc2C)c1C	-2	4%	-1%	39
CCc1ccccc1NC(=O)CN(c1cccc(OC)c1)S(C)(=O)=O	-8[1.84 µM]	-7%[11.4 µM]	0%	14
C=CCn1c(Cc2c(C)[nH]c3ccccc23)nnc1SCC(=O)NCc1ccc(F)cc1	-3	.	1%	?
O=c1[nH]n(-c2ccccc2)c(=O)c2ccccc12	-13	.	2%	?
COc1ccc2cc(C3(C)NC(=O)N(CC(=O)NCCC4=CCCCC4)C3=O)ccc2c1 (stereo not drawn)	3	-9%	-2%	?
CCCCN1Cc2cc(C(=O)c3cc(OC)ccc3O)cnc2NC1=O	1	-1%	-12%	?

# Source: PubChem
